HCT116 bCat-KO: beta-catenin-lacking colon tumor cell growth suppression. HCT116 beta-catenin knockout viability, CellTiter-Glo, 60 h; stronger effect = lower value. viability, % at 10 µM. 140,000 tested, 1.5% active;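 active means viability at or under a set limit, the compound median less 4 SD, cut at about 6% in these data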;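 further: 0% = Hyamine 1622 control at 20 µM and 100% = untreated cell control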
PTEN del growth: growth suppressors of cells with PTEN tumor suppressor deletion. HCT116 PTEN-null viability, CellTiter-Glo, 60 h; stronger effect = lower value. viability, % at 10 µM. 140,000 tested, 1.2% active. AID 827;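 active means viability at or below a set limit, 4 SD under the median of all tested compounds, cut at about 3.7% in these data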;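 further: PTEN knockout HCT116 line with beta catenin targeted HCT116 as companion control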
Yeast lifespan up: extends the lifespan of yeast. S. cerevisiae growth with nicotinamide, OD615; deaD strain in restrictive glucose medium. inhibition of the nicotinamide effect, % at 10 µM. AID 775. 130,000 tested, 0.68% active;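 active means inhibition above a set limit, placed 3 SD over the median of all compounds, cut at about 26% in these data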;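 further: 0% = nicotinamide-treated wells and 100% = cells grown without nicotinamide; some compounds called inactive have numbers as strong as hits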
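assay system = DeaD-strain S. cerevisiae | measured by = absorbance at 615 nm | probe or stimulus = nicotinamide 1.5 mM | buffer or medium = CSMM-D glucose medium, restrictive | times = 48 h at 30 °C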
BB579 growth dn: chemicals that inhibit yeast BB579 growth in restrictive medium (lifespan-shortening candidates); 140,000 tested, 0.51% active; inhibition, % at 10 µM; S. cerevisiae BB579 growth, OD615, 48 h; AID 804;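 active means inhibition above a set limit, 3 SD over the mean compound inhibition, cut at about 44% in these data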; further: inactives centre near -24
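controls = amphotericin B 10 µg/mL, positive | assay system = DeaD yeast strain BB579 | schedule = 48 h compound exposure at 30 °C after 4 h preincubation | detection = OD615 turbidity measurement | medium = restrictive CSMM-D medium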
GALR2 blocker: antagonists of human galanin receptor 2 (GALR2); AID 828; 140,000 tested, 0.39% active; O43603; GALR2-expressing cells, antagonist mode; inhibition, % at 4 µM; in the data active means inhibition above about 27%;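 further: cells stimulated with galanin 1-16 at roughly its EC80; 0% = agonist challenge control and 100% = basal control without agonist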
Target sequence (O43603 whole entry, looked up): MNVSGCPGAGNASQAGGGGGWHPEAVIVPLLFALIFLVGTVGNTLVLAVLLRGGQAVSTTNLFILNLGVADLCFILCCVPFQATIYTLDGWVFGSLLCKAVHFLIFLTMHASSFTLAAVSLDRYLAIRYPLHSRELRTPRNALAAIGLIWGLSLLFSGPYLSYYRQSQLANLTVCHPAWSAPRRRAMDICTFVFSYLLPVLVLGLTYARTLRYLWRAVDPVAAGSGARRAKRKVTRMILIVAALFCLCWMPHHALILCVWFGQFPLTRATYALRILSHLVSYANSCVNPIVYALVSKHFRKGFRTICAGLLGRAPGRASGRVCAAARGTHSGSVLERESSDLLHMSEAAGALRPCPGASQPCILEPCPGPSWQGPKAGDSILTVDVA
E-sel TNF inh: blocks E-selectin expression induced by TNF alpha; HUVEC TNFa-induced E-selectin immunofluorescence, high content; inhibition, % at 2 µM; 120,000 tested, 0.71% active;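 active means inhibition above the batch mean plus 3 SD, and confirmed as a hit on visual image review, cut at about 43% in these data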;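 further: 0% = TNF-stimulated DMSO wells and 100% = unstimulated control wells; not every result past the cut was called active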
MRP1 act: activators of MRP-1; viability increase, % at 10 µM; AID 799; H69AR cells + doxorubicin, viability rescue, CellTiter-Glo; 140,000 tested, 0.61% active;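 active means viability gain under doxorubicin at or above a set limit, the compound median plus 3 SD, cut at about 4.7% in these data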;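 further: MRP-1 overexpressing cells given doxorubicin 25 µM after compound pretreatment; 18-22 h compound pretreatment then 72 h with doxorubicin before readout; 0% = doxorubicin-only wells and 100% = vehicle-treated cells without doxorubicin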
Phagocyt inh: blocks phagocytosis by macrophages; J774A.1 macrophage IgG-bead phagocytosis, imaging; inhibition, % at 5 µM; 110,000 tested, 0.07% active; AID 1029;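 active means inhibition above the mean of the plate negative controls plus 5 SD, cut at about 13% in these data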;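 further: phagocytic index as fraction of beads internalized from green versus red external bead signal; plate controls were DMSO negative control for no effect and cytochalasin-D positive control for full effect; some results beyond the cut were filed as inactive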
NPY Y2 blocker: NPY-Y2 (human) receptor antagonism; P49146; NPY-Y2 expressing cells, antagonist mode; inhibition, % at 2.7 µM; 140,000 tested, 0.99% active; AID 793; in the data active means inhibition above about 17%;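 further: 0% = vehicle with agonist challenge and 100% = reference antagonist with challenge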
Target sequence (P49146 whole entry, looked up): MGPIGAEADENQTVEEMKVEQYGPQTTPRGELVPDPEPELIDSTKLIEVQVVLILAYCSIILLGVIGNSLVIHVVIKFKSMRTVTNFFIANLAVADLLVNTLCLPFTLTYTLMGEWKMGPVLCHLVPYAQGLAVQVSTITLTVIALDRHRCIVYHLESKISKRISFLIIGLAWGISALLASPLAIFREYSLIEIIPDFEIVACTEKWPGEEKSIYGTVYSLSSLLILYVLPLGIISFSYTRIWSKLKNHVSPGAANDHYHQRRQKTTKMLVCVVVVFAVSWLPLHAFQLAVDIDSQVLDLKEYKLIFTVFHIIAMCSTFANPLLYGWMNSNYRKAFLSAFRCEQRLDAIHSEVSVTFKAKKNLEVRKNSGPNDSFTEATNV
Measles CPE: protection of cells from measles virus. 140,000 tested, 1.5% active. Measles virus-infected cells, CPE protection, absorbance. protection (pct of control), % at 4 µM; in the data active means protection mostly above about 24%, no sharp cut-off; inactive means mostly below about 26%; further: some compounds called inactive have numbers as strong as hits
Numbers without * were called inactive; · = not tested or not shown.

no. | SMILES | PTEN del growth | HCT116 bCat-KO | E-sel TNF inh | NPY Y2 blocker | Phagocyt inh | Yeast lifespan up | Measles CPE | GALR2 blocker | MRP1 act | BB579 growth dn
1 | Cc1ccc(NC(=O)COC(=O)c2ccc3c(c2)NC(=O)C2CCCN32)cc1C (stereo not given) | 87 | 79 | -29 | 0 | 2 | -9 | 4 | -3 | -0.6 | -79
2 | Cc1ccc(S(=O)(=O)N2C(=O)CCC2C(=O)Nc2ccc3c(c2)OCCO3)cc1 (stereo not given) | 98 | 94 | -12 | 2 | 1 | -11 | 16 | 0 | -0.7 | -27
3 | NC(=O)c1c(NC(=O)c2cccnc2Cl)sc2c1CCCC2 | 92 | 92 | · | -1 | -4 | -3 | 12 | 1 | -1.9 | -47
4 | Cc1cc(C)nc(SCc2cc(=O)c(OC(=O)c3ccc(Br)o3)co2)n1 | 93 | 84 | · | 4 | -7 | 49* | 22 | 3 | -1.8 | -42
5 | O=C(Nc1ccc(Cl)cc1C(F)(F)F)c1ccc(Cl)cc1 | 92 | 92 | -31 | 7 | · | -3 | 10 | -13 | -2.4 | -7
6 | CCCCn1cnc2c1c(=O)n(CC(=O)c1cc(C)n(C)c1C)c(=O)n2CC(C)C | 92 | 90 | · | -2 | 0 | -4 | 16 | -5 | -2.2 | -16
7 | Cc1cc(C)nc(NC(=O)CCC2CCCC2)c1 | 88 | 69 | -29 | 3 | · | · | 5 | 1 | -0.6 | -22
8 | COCCCNC(=O)CCSc1ccc(Cl)cc1 | 94 | 96 | -43 | 3 | 0 | 0 | 23 | 12 | -1.1 | -38
9 | CN(C1CCS(=O)(=O)C1)S(=O)C12CC3CC(CC(C3)C1)C2 (stereo not given) | 99 | 90 | -7 | -4 | · | -5 | 9 | -4 | -2.4 | -26
10 | Cc1ccc(-n2nc(CC#N)c(C#N)c2N)cc1Cl | 92 | 99 | -14 | -1 | -3 | -3 | 13 | -4 | -2.3 | -26
11 | COc1ccc(Nc2cc(C(=O)NCc3ccco3)c3ccccc3n2)c(OC)c1 | 95 | 86 | · | 3 | -10 | -2 | 16 | 8 | -1.0 | -42
12 | Cc1ccccc1C(=O)NN1CCOCC1 | 98 | 97 | · | 1 | 2 | 1 | 4 | 9 | -1.4 | -24
13 | OCCOCCOCCn1c2ccccc2c2ccccc21 | 91 | 94 | · | 2 | -3 | -9 | 2 | -8 | -4.1 | -5
14 | Cn1c(=O)[nH]c(=O)c2c1nc(N1CCc3ccccc3C1)n2CCSc1nc2ccccc2s1 | 42 | 41 | -3 | 3 | · | 40 | 8 | -5 | -1.2 | -30
15 | COC(=O)c1[nH]c2ccc(C)cc2c1NC(=O)CN1CCN(Cc2ccccc2)CC1 | 57 | 64 | 2 | 1 | 0 | -8 | 4 | 15 | -1.3 | -2
16 | COCCn1c(C)cc(C2=NNC(=Nc3ccc(Cl)cc3Cl)SC2)c1C | 86 | 90 | 15 | -1 | · | -21 | 7 | -6 | 0.1 | -18
17 | CCOC(=O)c1c(N)sc(C(=O)N2CCCCCC2)c1C | 99 | 100 | -18 | 4 | 0 | -7 | 13 | -4 | -0.3 | -30
18 | Cc1cc([N+](=O)[O-])nn1CC(=O)Nc1nccs1 | 103 | 101 | · | -2 | -7 | 0 | 12 | 6 | -1.1 | -11
19 | CCC1(O)c2ccccc2-c2ncccc21 (stereo not given) | 91 | 95 | -6 | 0 | · | -22 | 5 | 6 | -0.6 | -13
20 | c1ccc(Sc2nc(N3CCCCC3)nc(N3CCCCC3)n2)nc1 | 91 | 84 | 8 | 4 | 1 | -2 | 14 | -28 | -3.7 | -37
21 | COc1ccc(OCCCC(=O)Oc2ccc(OC)cc2)cc1 | 94 | 95 | · | 2 | 6 | -8 | 30 | 3 | -2.9 | -21
22 | O=C(Nc1cccc2cccnc12)c1cccc2ccccc12 | 92 | 96 | 14 | 6 | -1 | -4 | 27 | -7 | -0.2 | -41
23 | Cc1oc2nc(SCCCC(=O)NCCCO)nc(N)c2c1C | 116 | 101 | · | 1 | -5 | -1 | 10 | 10 | -0.5 | -78
24 | CCc1cc(Br)ccc1N1C(=O)C2CC=CCC2C1=O (stereo not given) | 83 | 91 | 2 | 12 | · | 1 | 11 | -7 | -2.9 | -25
25 | CCn1c(-c2ccc(C)cc2)n[nH]c1=S | 110 | 107 | 6 | 8 | -1 | -11 | 14 | -14 | -0.8 | -52
26 | O=C(O)CCC(=O)N(Cc1cccnc1)Cc1cccc(F)c1 | 107 | 102 | 5 | 3 | 0 | -1 | 4 | 3 | 0.8 | -14
27 | COC(=O)[C@@]1(Cc2ccc(F)cc2)[C@H]2c3cc(C(=O)N(C)C)n(CCSCCO)c3C[C@H]2CN1C(=O)c1ccccc1 | 91 | 83 | -20 | -3 | · | -5 | 25 | -8 | -2.4 | -28
28 | CC(/C=C/c1ccc(N(C)C)cc1)=N\N=C(/N)SC1CC(=O)N(c2ccc(C(=O)O)cc2)C1=O (stereo not given) | 77 | 88 | · | 4 | -3 | 3 | 5 | 0 | -1.0 | -14
29 | Cn1cc(CN2CCN(c3ccccc3)CC2)c2ccccc21 | 75 | 68 | 16 | 9 | 0 | -8 | 4 | -9 | -1.0 | -5
30 | O=C(CNC(=O)c1ccc2c(c1)OCO2)N/N=C(Br)/C=C/c1ccccc1 | 6 | 9 | -5 | 3 | · | -3 | 7 | -11 | -5.7 | -22
31 | CCOC(=O)c1c(C)[nH]c(=S)c(C#N)c1-c1ccccc1 | 102 | 101 | 13 | 0 | -7 | 1 | 2 | -2 | -2.8 | -3
32 | Cc1ccc(N2C(=O)c3ccccc3C2O)nc1 (stereo not given) | 42 | 39 | 4 | 1 | 0 | -12 | 11 | 6 | -3.0 | 32
33 | CC1/C(=C\c2ccc(Cl)cc2)C(=O)C2CC1C2(C)C (stereo not given) | 90 | 90 | 42 | 5 | · | 5 | 21 | 9 | 0.7 | -55
34 | CCOC(=O)c1c(CN2CCN(C)CC2)n(C)c2cc(Br)c(OC)cc12 | 77 | 82 | 13 | 3 | 0 | -4 | 4 | -14 | -5.2 | -8
35 | CC(C)N(C)CCOC(=O)c1ccccc1Cl | 99 | 96 | · | 2 | · | 4 | 15 | -8 | 0.4 | 0
36 | CCC(=O)c1ccc(OCC(O)CN2CCN(C(c3ccccc3)c3ccccc3)CC2)cc1 (stereo not given) | 46 | 55 | -5 | 2 | · | -8 | 10 | 1 | -5.2 | -23
37 | COc1cc(C=O)ccc1Oc1nnnn1-c1ccc(C(N)=O)cc1 | 84 | 82 | 6 | 1 | -1 | -8 | 2 | 4 | -2.9 | -41
38 | CCC(C)(C)n1nnnc1C(c1ccccc1)N1CCN(C2CCCC2)CC1 (stereo not given) | 96 | 86 | -20 | 20* | · | · | 11 | 9 | -0.8 | 7
39 | CCc1ccccc1NC(=O)c1cnc2n(c1=O)CCS2 | 83 | 81 | · | 1 | 0 | -9 | 4 | 12 | 1.6 | -5
40 | O=C(CCc1ccccc1)Nc1cc(Cl)ccc1O | 100 | 96 | 8 | -1 | 0 | -16 | 36* | -10 | -1.3 | -64
41 | CCCCN(C)CCCNC(=O)CS(=O)Cc1nc(-c2ccc(OC)c(OC)c2)oc1C (stereo not given) | 96 | 92 | 10 | 1 | 5 | -16 | 8 | 22 | -3.1 | 3
42 | C=CCNC(=O)c1ccccc1NC(=O)c1ccc(Cl)c(S(=O)(=O)Nc2cccc(C)c2C)c1 | 55 | 61 | · | 2 | -7 | 4 | 5 | 7 | 6.0* | -37
43 | COc1cc(C(=O)Nc2ccc(O)cc2C(=O)O)ccc1OC(C)=O | 107 | 96 | · | 2 | 1 | -1 | 6 | -4 | -1.0 | -27
44 | Clc1cccc(N=C2NN=C(c3ccc4c(c3)OCCO4)CS2)c1 | 12 | 12 | 3 | 3 | 1 | -8 | 2 | -1 | -6.1 | -55
45 | O=C(Nc1ccsc1C(=O)N1CCCCCC1)c1ccccc1 | 106 | 105 | 23 | 5 | · | -24 | 2 | -5 | 1.9 | -12
46 | COc1cc(OC)cc(-c2nc3nc(C)c(CCC(=O)O)c(C)n3n2)c1 | 85 | 82 | -20 | -2 | -1 | -2 | 13 | 6 | -2.2 | 3
47 | CN(C)c1ccc(CNn2cnnc2SCc2ccc(F)cc2)cc1 | 71 | 62 | 8 | 2 | -4 | -7 | 4 | -8 | 1.6 | -14
48 | Cc1ccc(C)c(N2CCN(C(=O)CNS(=O)(=O)c3cccs3)CC2)c1 | 94 | 98 | -9 | 0 | · | -11 | 23 | -3 | 0.6 | -55
49 | C/C=C/c1ccc(OCCSc2nc(C)cc(=O)[nH]2)c(OC)c1 | 99 | 99 | -76 | 2 | -1 | -9 | 2 | 10 | -0.7 | -26
50 | C=C(C)CNC(=S)Nc1nc2c(cc1C(=O)OCC)CCCC2 | 83 | 87 | · | 4 | · | 6 | 2 | -17 | -1.5 | -47
51 | COc1ccc(-c2nc(SCc3ccccc3)n(C(=O)c3ccco3)n2)cc1 | 102 | 87 | 6 | 0 | 0 | -12 | 4 | -6 | -1.4 | -42
52 | Cn1cccc1/C=C1\CC(C(C)(C)C)C/C(=C\c2cccn2C)C1=O (stereo not given) | 59 | 59 | 19 | -1 | 1 | 10 | 18 | -8 | -2.1 | -78
53 | COc1cc2oc(=O)c3c(c2cc1OCC(=O)c1c(C)n(C)c2ccccc12)CCCC3 | 99 | 83 | · | 3 | · | -2 | 6 | -1 | -2.6 | -6
54 | CC(C)CNC(=O)NC(=O)COc1ccc(C=O)cc1 | 99 | 93 | -27 | 1 | -2 | -5 | 2 | 8 | -1.4 | 26
55 | CCOC(=O)c1c(-c2cccs2)csc1NC(=O)CN1CC(C)OC(C)C1 (stereo not given) | 71 | 69 | 0 | 0 | -2 | -3 | 4 | 0 | -0.8 | -81
56 | Nc1ncnc(NCc2ccccc2)c1[N+](=O)[O-] | 94 | 100 | · | 1 | -2 | -4 | 5 | 4 | -1.7 | -33
57 | CCn1c(SCC(=O)N/N=C/C=C\c2ccccc2[N+](=O)[O-])nnc1-c1ccccc1 | 70 | 59 | 0 | 0 | · | -8 | 10 | 16 | -4.6 | -33
58 | O=C(N/N=C/c1ccccc1F)c1csc2c1CCCC2 | 80 | 81 | -18 | 4 | -2 | 2 | 3 | 14 | -1.3 | -6
59 | CC1(C)N=C2C(=[N+]1[O-])CCC/C2=N\O | 101 | 103 | -18 | 1 | 0 | 1 | 19 | -3 | 0.1 | -6
60 | CCCCC(=O)Nc1ccc(C(=O)Nc2cccnc2)cc1 | 111 | 103 | 22 | 2 | -1 | -2 | 32 | 0 | -2.1 | -60
61 | O=C(O)COc1ccc2occ(C(=O)c3ccccc3)c2c1 | 113 | 102 | 16 | 5 | 1 | -14 | 11 | -5 | 0.7 | -2
62 | COc1cc(OC)c(C2SCCCS2)cc1OC | 97 | 87 | -14 | 6 | -1 | 1 | 8 | 1 | -1.8 | -67
